Assay outcomes: PubChem BioAssay, National Center for Advancing Translational Sciences (NCATS)
Giardia FBPA inh = Giardia lamblia aldolase inhibition; actives 0.71% (n = 290,000); AID 2451; Potency, µM (highest dose often 59.6 µM), for inactives: at the highest dose activity, negative = inhibition, most hits filed as inhibitors; purified Giardia FBPA; active = well fitted inhibition curve with a large enough effect; inconclusive = small, poorly fitted or top-dose-only effect, or effect the other way; note: nearly all actives have a fitted effect of over 55% in size
Target sequence (A8B2U2 whole entry, looked up): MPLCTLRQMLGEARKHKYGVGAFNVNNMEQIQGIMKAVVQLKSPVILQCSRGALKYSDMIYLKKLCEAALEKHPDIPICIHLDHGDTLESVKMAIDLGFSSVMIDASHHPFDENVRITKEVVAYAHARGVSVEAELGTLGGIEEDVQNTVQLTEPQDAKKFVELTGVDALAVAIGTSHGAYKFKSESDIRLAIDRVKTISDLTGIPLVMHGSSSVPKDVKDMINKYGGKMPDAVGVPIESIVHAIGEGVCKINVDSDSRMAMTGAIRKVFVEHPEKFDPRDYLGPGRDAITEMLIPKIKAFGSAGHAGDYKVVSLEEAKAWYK
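40 nM FBPA preincubated 10 min at RT with compound (up to 57.5 uM final), then substrate plus GAPDH/TPI/NAD/arsenate coupling and diaphorase/resazurin added. Fluorescence read after 20 min at RT, 525/598 nm.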
* hit, by the source's call; u = inconclusive; & = joins results of further samples; [ ] = remark or other dose. % is set by controls: 0 for no effect and ±100 for the full control effect; potency is the fitted concentration of half-maximal effect.

Start of the listing, in advance, 5 compounds:
nr	mol	Giardia FBPA inh
1	CN1CCN(c2ncc3nc(-c4cccs4)c(=O)n(C[C@H]4CCCO4)c3n2)CC1	-4%
2	COc1ccc2[nH]cc(CCNc3cc(-c4ccccc4Cl)ncn3)c2c1	-6%
3	COC(=O)C1(C(=O)OC)CC2=CCC3C(=O)N(c4ccccc4)C(=O)C3C2Cc2ccccc2[C@@H]1C[N+](=O)[O-] (some centres undefined)	5%
4	O=C(c1ccco1)N1CCC2(CC1)CN(Cc1ccncc1)C2	5%
5	CC1C=CCCOC1c1ccccc1 (centres undefined)	1%[12.9 µM]

The listing, from the first entry:
nr	mol	Giardia FBPA inh
1	CN1CCN(c2ncc3nc(-c4cccs4)c(=O)n(C[C@H]4CCCO4)c3n2)CC1	-4%
2	COc1ccc2[nH]cc(CCNc3cc(-c4ccccc4Cl)ncn3)c2c1	-6%
3	COC(=O)C1(C(=O)OC)CC2=CCC3C(=O)N(c4ccccc4)C(=O)C3C2Cc2ccccc2[C@@H]1C[N+](=O)[O-] (some centres undefined)	5%
4	O=C(c1ccco1)N1CCC2(CC1)CN(Cc1ccncc1)C2	5%
5	CC1C=CCCOC1c1ccccc1 (centres undefined)	1%[12.9 µM]
6	COc1cccc(Cn2c(=O)c(-c3cc(F)cc(F)c3)nc3cncnc32)c1	-8%
7	COC(=O)[C@@]1(Cc2ccc(F)cc2)[C@H]2c3cc(C(=O)N(C)C)n(Cc4cccc5ccccc45)c3C[C@H]2CN1C(=O)c1ccccc1	-4%
8	COCC(=O)N1CCC2(CC1)CN(Cc1ccccc1OC)C2	9%
9	Oc1cc2c(cc1O)[C@H](c1ccccc1)CNCC2	-16%
10	OCc1ccccc1O[C@H]1OC(CO)C(O)C(O)C1O (some centres undefined)	5%
11	CCN(CC)CCCn1c(-c2ccccc2)nc2c(N3CCOCC3)nc(C)nc21	1%
12	COc1c2c(cc3c1OCO3)C13C=CC(OC)CC1N(C2)CC3O (centres undefined)	-8%
13	O=S(=O)(c1ccccc1)N1CCC2(CCN(Cc3ccncc3)CC2)CC1	-2%
14	CCNc1ncc2nc(-c3cc(F)cc(F)c3)c(=O)n(C3CC3)c2n1	2%
15	CN1CCC23CCCC[C@H]2C1Cc1ccc(O)cc13 (some centres undefined)	-2%
16	OC[C@H]1O[C@@H](O[C@@H]2[C@@H](CO)O[C@](O)(CO)[C@H]2O)[C@H](O)[C@@H](O)[C@H]1O	4%
17	CC(C)C[C@@H](CC(=O)N[C@@H](CCC(=O)O)CC(=O)O)NC(=O)[C@@H]1CNCC[C@H]1NC(=O)C[C@H](CCCN)NC(=O)C[C@H](Cc1ccccc1)NC(=O)[C@@H]1CNCC[C@H]1N	-14%
18	CC1CN2C(CCC(C)C2c2ccc(Br)cc2)C(=O)O1 (centres undefined)	0%&2%&-1%[12.9 µM]
19	CN1CCN(c2ncc3ncc(=O)n(C)c3n2)CC1	-6%
20	COC1(C)CCC2OC2(C)CCC2C1CC2(C)C (centres undefined)	0%
21	Cc1cc2c(nc1C)CCCN2C[C@H](C)O/N=C1/[C@H]2O[C@@H]2[C@@H](O)[C@H]2[C@H]1CCn1c(=O)n(-c3ccccc3)c(=O)n12	0%[12.9 µM]
22	NCCC[C@@H](CC(=O)N[C@@H]1CCNC[C@H]1C(=O)N[C@H](CC(=O)N[C@@H](CCC(=O)O)CC(=O)O)Cc1ccccc1)NC(=O)C[C@H](Cc1c[nH]c2ccccc12)NC(=O)[C@@H]1CNCC[C@H]1N	-23%
23	Cc1nc(N2CCOCC2)c2nc(-c3ccccc3)n(CC3CCN(C)CC3)c2n1	-6%
24	O=c1c(-c2ccccc2)nc2cnc(Oc3cccc(Cl)c3)nc2n1C[C@H]1CCCO1	4%
25	CC(C)CN1CCC2(CC1)CCN(C(=O)c1cccc(F)c1)CC2	3%
26	CC1(C)N(O)C(c2ccc(C(=O)O)cc2)=[N+]([O-])C1(C)C	40µM*
27	COc1ccc2c(c1)c(CC(=O)N1CCOCC1)c(C)n2C(=O)c1ccc(Cl)cc1	-1%&0%&8%
28	COc1ccccc1-c1cncnc1Nc1ccc(F)cc1	-8%
29	Cc1cccc(/C=C\c2ccccc2)n1	-14%
30	OB(O)c1ccc(B(O)O)cc1	0%
31	CCCCCCCCCCCCC(=O)N1CCCC[C@H]1CNC(=O)[C@@H](N)CCCCN	9%
32	CCN(CC)CCCCC1CCN(CC(=O)N2c3ccccc3C(=O)Nc3cccnc32)CC1	5%
33	CC(=O)OCC1OC(C#CCCCc2ccccc2)C=CC1OC(C)=O (centres undefined)	-1%&0%[12.9 µM]
34	CC(N)[C@@H](O)c1ccccc1 (some centres undefined)	0%
35	CN(Cc1ccco1)c1ncncc1-c1cccnc1	u
36	Cc1cnc(CNc2ncncc2-c2ccccc2CN(C)C)cn1	-2%
37	CC1CCC(C(=O)O)NC1c1ccc(-c2ccco2)cc1 (centres undefined)	0%[12.9 µM]
38	CC(C)NC(=O)N1CCCC2(CCN(C(=O)c3csnn3)CC2)C1	0%
39	O=c1c(CCc2ccccc2)nc2cnc(N3CCNCC3)nc2n1CCc1ccccc1	-10%
40	Cc1cccc(CNc2cc(-c3ccoc3)ncn2)c1	-23%

Given as labelled records: entries from further up
[27] COc1ccc2c(c1)c(CC(=O)N1CCOCC1)c(C)n2C(=O)c1ccc(Cl)cc1
  Giardia FBPA inh: -1%&0%&8%

[11] CCN(CC)CCCn1c(-c2ccccc2)nc2c(N3CCOCC3)nc(C)nc21
  Giardia FBPA inh: 1%

(list continues)
nr	mol	Giardia FBPA inh
41	COc1ccc(-c2nc3cnc(Nc4cccc(OC)c4)nc3n(C3CC3)c2=O)cc1	-12%
42	O=c1cc(-c2cc(O)c(O)c(O)c2)oc2cc(O)cc(O)c12	-27%
43	CC(C)[C@@H](CC(=O)N[C@@H]1CCNC[C@H]1C(=O)N[C@H](CC(=O)N[C@@H](CCC(=O)O)CC(=O)O)Cc1c[nH]c2ccccc12)NC(=O)C[C@H](Cc1ccccc1)NC(=O)[C@@H]1CNCC[C@H]1N	7%
44	COc1ccc(CNc2ncnc3ccc(-c4ccoc4)cc23)c(OC)c1	4%
45	Cn1cc(-c2nc3cnc(Oc4cccc(Cl)c4)nc3n(C3CC3)c2=O)c2ccccc21	6%
46	Cn1c(=O)c(-c2ccc(F)cc2)nc2cnc(N3CCOCC3)nc21	6%
47	CCCC[C@@H]1C[C@H]1C(NC(=O)Cc1ccccc1)c1ccc(-c2ccccc2)cc1 (some centres undefined)	11%
48	COC(=O)C=P(c1ccccc1)(c1ccccc1)c1ccccc1	-3%
49	COc1ccc(-c2c(O)c3c(OC)c4c(cc3oc2=O)OC(C)(C)C=C4)cc1	20%
50	CCCN(CCC)[C@@H]1CCc2ccc(O)cc2C1	-3%&0%
51	CCCCC/C=C\C/C=C\C/C=C\CCCCCCC(=O)NCCc1ccc(O)c(O)c1	1%
52	FC(F)(F)c1ccccc1-c1nc(NCc2cccs2)c2ccccc2n1	-10%
53	CCCc1cc2c(n1CCc1ccc(Cl)cc1)C(C)C1CN(C(=O)c3ccccc3)C(C)(C(=O)OC)C21 (centres undefined)	-25%
54	N#Cc1ccccc1-c1nc(NCCN2CCOCC2)c2ccccc2n1	-4%
55	C=C(C)C1Cc2c(ccc3c(=O)c4c(oc23)COc2cc(OC)c(OC)cc2-4)O1 (centres undefined)	2%&6%
56	CCCCc1nc2c(c3c1C[C@H](C)OC3)CN(C(=O)Nc1cccc(C#N)c1)CC2	1%[12.9 µM]
57	CCCOc1ccc(Br)cc1-c1cc(-c2ccc(Cl)cc2)[nH]c1-c1ccncc1	0%
58	COc1ccc(Oc2ncc3nc(-c4cccs4)c(=O)n(Cc4cccs4)c3n2)cc1	-5%
59	COc1ncc2nc(-c3ccccc3)c(=O)n(C[C@H]3CCCO3)c2n1	-6%
60	Cc1noc(C)c1-c1nccc(NCCN2CCOCC2)n1	-1%
61	COc1cc2c(cc1OC)[C@@H]1C(=O)c3ccc(O)c(CC=C(C)C)c3OC1CO2 (some centres undefined)	2%
62	COc1cc2c(cc1OC)C(/C=C/c1ccc(OC)c(OC)c1OC)=NCC2	-7%
63	O=c1cnc2cnc(N3CCOCC3)nc2n1CCc1ccccc1	7%
64	CC1CCC2C(C)(C)C3CC12CC[C@]3(C)O (some centres undefined)	1%
65	C=C1CC[C@H](O)C/C1=C/C=C1\CCC[C@]2(C)[C@H]1CC[C@H]2[C@@H](C)/C=C\[C@@H](C)C(C)C	-9%[21.7 µM]
66	Oc1cc2c(cc1O)[C@H]1c3ccccc3CNC1CC2 (some centres undefined)	-7%
67	Clc1ccccc1-c1nccc(-n2ccnc2)n1	-6%
68	COc1cccc([C@@H]2Oc3ccc(OC)cc3C(=O)[C@H]2OC(=O)NC2CCCC2)c1	-5%
69	O=C(Nc1ccccc1)N1CCC2(CC1)CCN(C(=O)c1csnn1)CC2	3%
70	C=CCN1c2ccccc2[C@]23C[C@@H](C(=O)OC)N(S(=O)(=O)CCCC)C2=NC(C(=O)OC)=C(C(=O)OC)[C@H]13	4%[12.9 µM]
71	NC(=NCCc1ccc(I)cc1)SCCCc1cnc[nH]1	0%
72	COC(=O)[C@@H](NC(=O)O[C@@H]1C(=O)c2cc(Br)ccc2O[C@H]1c1ccc2c(c1)OCO2)C(C)C	-2%
73	CCOC(=O)OCC1OC(c2ccc(C(C)=O)cc2)C=CC1OC(=O)OCC (centres undefined)	-1%[12.9 µM]
74	COC(=O)[C@@]1(Cc2ccc(F)cc2)[C@H]2c3cc(C(=O)N4CCCC4)n(Cc4ccc(Cl)c(C(F)(F)F)c4)c3C[C@H]2CN1C(=O)c1ccccc1	-7%
75	O=[N+]([O-])c1cccc2c[nH]nc12	u
76	Cc1ccc(S(=O)(=O)N[C@H]2COC(=O)C/C=C\[C@@H](C)[C@H](NS(=O)(=O)c3ccc(C)cc3)COC(=O)[C@H](C)NC(=O)C/C=C\[C@H]2C)cc1	4%[12.9 µM]
77	COC(=O)[C@@]1(Cc2ccc(F)cc2)[C@H]2c3cc(C(=O)N4CCCC4)n(Cc4cc(C)n(C)n4)c3C[C@H]2CN1C(=O)c1ccccc1	1%
78	C=CCCCCCCCCCCCC(O)CC(O)CO (centres undefined) (tested in a mixture with another compound)	7%
79	CC[C@]1(c2ccccc2)NC(=O)N(C)C1=O	-6%[21.7 µM]
80	Cc1ccccc1-c1cc(NCCN2CCOCC2)ncn1	0%
81	CCC(=O)OC1CCC2C3CCc4cc(O)ccc4C3CC[C@]12C (some centres undefined)	-16%
82	COC(=O)[C@@]1(Cc2ccccc2)[C@H]2c3cc(C(=O)N4CCCC4)n(CCN4CNCC4=O)c3C[C@H]2CN1C(=O)c1ccccc1	0%
83	Cn1cccc1C(=O)N1CCC[C@@]2(CCN(Cc3ccccc3)C2)C1	-3%
84	CC[C@H](C)C(=O)O[C@H]1CCC=C2C=C[C@H](C)[C@H](CC[C@@H]3C[C@H](O)CC(=O)O3)[C@H]21	0%
85	CO[C@H]1COC(=O)[C@H](C)COC(=O)C/C=C\[C@@H](C)[C@H](OC)COC(=O)C/C=C\[C@@H]1C	-1%[12.9 µM]
86	CC1CCC2C(=O)OC(COc3ccc(C(C)(C)C)cc3)CN2C1c1ccc(Br)cc1 (centres undefined)	0%&-1%&1%&-1%&3%[12.9 µM]
87	O=C(c1cnccn1)N1CCC[C@@]2(CCN(Cc3ccccc3)C2)C1	-5%
88	O=c1c(-c2ccc(Cl)cc2)nc2cnc(Oc3ccccc3)nc2n1C1CC1	-1%
89	N#Cc1ccccc1-c1ccc2ncnc(NCCN3CCOCC3)c2c1	0%
90	Cn1c(=O)c(-c2cc(F)cc(F)c2)nc2cnc(Nc3ccccc3)nc21	-3%
91	COC(=O)N1CCC2(CC1)CCN(c1ccccn1)CC2	3%
92	CCCCC/C=C\C[C@@H]1O[C@H]1/C=C/C(O)C/C=C\CCCC(=O)O (some centres undefined)	4%
93	CCCn1c(C)nc2c(N3CCOCC3)nc(C)nc21	2%
94	Cc1c2c(nc3ccccc13)-c1cccc(=O)n1C2	-25%
95	CC(C)CN1CC2(CCN(C(=O)Oc3ccccc3)CC2)C1	1%
96	COc1ccccc1-c1nc(NCc2ccccc2)c2ccccc2n1	-4%
97	CS(=O)(=O)Nc1cccc(-c2nc(NC3CC3)c3ccccc3n2)c1	-3%
98	NCCC[C@@H](CC(=O)N[C@@H]1CCNC[C@H]1C(=O)N[C@H](CC(=O)N[C@@H](CCC(=O)O)CC(=O)O)Cc1c[nH]c2ccccc12)NC(=O)C[C@H](Cc1ccccc1)NC(=O)[C@@H]1CNCC[C@H]1N	-16%
99	CC1=C(C(=O)O)N2C(=O)C(NC(=O)C(N)c3ccccc3)C2SC1 (centres undefined)	u
100	O=C(O)Cc1cc(I)c(Oc2cc(I)c(O)c(I)c2)c(I)c1	-2%

Going on with the list.
nr	mol	Giardia FBPA inh
101	CN(C)c1cc2c(Nc3ccc4c(cnn4Cc4ccccc4)c3)ncnc2cn1	-8%
102	O=C(Nc1ccccc1)N1CCCC2(CCNCC2)C1	-3%
103	CC(C)C[C@H](NC(=O)C1OC1C(=O)O)C(=O)NCCCCN=C(N)N (some centres undefined)	-2%
104	CC(C)=CCC/C(C)=C/CO/N=C1/C[C@@H](O)[C@@H](O)[C@@H]2[C@@H]3C(=O)N([C@@H](C)c4ccccc4)C(=O)[C@H]3CC[C@H]12	-1%[12.9 µM]
105	CC(C)C[C@@H](CC(=O)N[C@@H](CCC(=O)O)CC(=O)O)NC(=O)[C@@H]1CNCC[C@H]1NC(=O)C[C@@H](NC(=O)C[C@H](Cc1c[nH]c2ccccc12)NC(=O)[C@@H]1CCCC[C@H]1N)C(C)C	-19%
106	CCOC(=O)N/N=C1/C[C@@H](O)[C@@H](O)[C@@H]2[C@@H]3C(=O)N([C@@H](C)c4ccccc4)C(=O)[C@H]3CC[C@@H]12	2%[12.9 µM]

Only part of the results is shown. The share of hits here may be higher or lower than overall.
